Screening data (PubChem)
PKA-R1A activ = activators of PKA-R1A holoenzyme, primary screen, biochemical, fluorescence polarization, Cy5-IP20, bovine R1A, mouse PKAc; cAMP-dependent protein kinase type I-alpha regulatory subunit (Bos taurus) + …; activation, % at 11.4 µM; PKA-R1A dissociation; scaled: DMSO 0%, 113 µM cGMP 100%; 0.083% of 340,000 active;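 active = percent activation above the mean of all tested compounds plus 3 SD, cut at about 19% in these data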;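 also: higher means more PKAc released from R1A so a rise in polarization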
PKA-R2B activ = activators of PKA-R2B holoenzyme, primary screen, biochemical, fluorescence polarization, Cy5-IP20, human | cAMP-dependent protein kinase catalytic subunit beta (Homo sapiens) + cAMP-dependent … | PKA-R2B holoenzyme dissociation; R2B truncated from residue 108, S112A mutant; 0% DMSO only, 100% 113 µM cGMP | activation, % at 11.4 µM | 0.079% of 340,000 active | AID 504700, 2011;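 active = activation above a cutoff set at the mean over all compounds plus 3 SD, cut at about 18% in these data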;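 also: higher means more holoenzyme dissociation and a rise in polarization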
OPRM1-OPRD1 ag = agonists of OPRM1-OPRD1 heterodimerization, primary screen, cell-based, luminescence; AID 504326, 2011; 0.3% of 340,000 active; Mu-type opioid receptor (Homo sapiens) + Delta-type opioid receptor (Homo sapiens), …; cells; activation, % at 9.3 µM; in the data active = activation above about 18%;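 also: 0% = vehicle-treated cells and 100% = reference agonist; values of inactives mirror those of a sister screen read the other way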
Target sequence (P35372 whole entry, looked up): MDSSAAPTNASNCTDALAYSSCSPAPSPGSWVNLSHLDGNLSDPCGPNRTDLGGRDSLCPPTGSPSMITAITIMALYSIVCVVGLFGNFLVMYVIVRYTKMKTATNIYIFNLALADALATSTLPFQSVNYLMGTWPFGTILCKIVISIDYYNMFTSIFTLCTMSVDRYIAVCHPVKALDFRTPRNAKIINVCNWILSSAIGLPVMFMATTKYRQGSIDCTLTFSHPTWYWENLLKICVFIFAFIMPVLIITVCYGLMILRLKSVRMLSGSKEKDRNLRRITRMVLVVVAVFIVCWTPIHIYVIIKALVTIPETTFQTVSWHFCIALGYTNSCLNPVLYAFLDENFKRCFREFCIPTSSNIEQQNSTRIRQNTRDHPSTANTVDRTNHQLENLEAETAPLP
Target sequence (P41143 whole entry, looked up): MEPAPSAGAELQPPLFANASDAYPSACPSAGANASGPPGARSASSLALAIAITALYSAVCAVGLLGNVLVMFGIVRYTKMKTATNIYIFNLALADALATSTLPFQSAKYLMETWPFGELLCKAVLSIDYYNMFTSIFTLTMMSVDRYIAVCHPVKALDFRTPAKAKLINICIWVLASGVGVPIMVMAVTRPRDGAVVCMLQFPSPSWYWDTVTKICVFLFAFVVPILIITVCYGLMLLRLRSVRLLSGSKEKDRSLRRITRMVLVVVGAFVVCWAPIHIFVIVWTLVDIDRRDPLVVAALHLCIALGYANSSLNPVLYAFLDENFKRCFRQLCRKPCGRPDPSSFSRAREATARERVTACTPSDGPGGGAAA
V-ATPase pHluor = regulators of yeast V-ATPase proton pumping, primary screen, pHLuorin cytosolic pH fluorescence | S. cerevisiae | 0.37% of 350,000 active | response, % at 10 µM; in the data active = response mostly above about 7.3%, no sharp cut-off; inactive = mostly below about 5.4%; also: actives read high; inactives centre near 0; some compounds called inactive have numbers as strong as hits; reference of the scale not given here
MOR-DOR inv ag = inverse agonists of MOR-DOR heterodimerization, primary screen, cell-based, luminescence. inhibition, % at 9.3 µM. Mu-type opioid receptor (Homo sapiens) + Delta-type opioid receptor (Homo sapiens), …. 0.21% of 340,000 active. cell-based MOR-DOR heterodimer luminescence, inverse agonism; in the data active = inhibition above about 22%, passing the limit was not always enough;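 also: 0% = cells with DMSO and 100% = wells without cells with DMSO; values of inactives mirror those of a sister screen read the other way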
DSG3 Ab inh = inhibitors of pemphigus antibody binding to DSG3, primary screen, biochemical, bead-based, flow cytometry, scFv-GFP; Desmoglein-3 (Homo sapiens), P32926; DSG3-coupled beads, scFv-anti-DSG3-GFP binding; stronger effect = lower value; binding (percent of control), % at 10 µM; 0.48% of 310,000 active;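 active = binding more than 3 SD below its plate's average and above zero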;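 also: hits lower antibody fragment binding to DSG3; some compounds called inactive have numbers as strong as hits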
HTR5A ag = HTR5A agonists in luminescence cell assay, primary screen, counter-screen for OPRM1-OPRD1 heterodimer agonist project, full-deck HTS | 5-hydroxytryptamine receptor 5A (Homo sapiens), P47898 | cell-based | activation, % at 9.3 µM | 0.61% of 340,000 active; in the data active = activation mostly above about 9.5%, no sharp cut-off; inactive = mostly below about 7.6%;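 also: 0% = cells with vehicle only and 100% = reference agonist; strong numbers were not always called active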
HTR5A inv ag = HTR5A inverse agonists in luminescence cell assay, primary screen, counter-screen for OPRM1-OPRD1 heterodimer inverse agonist project, full-deck HTS. 5-hydroxytryptamine receptor 5A (Homo sapiens), P47898. HTR5A cell line, inverse agonism. inhibition, % at 9.3 µM. 0.083% of 340,000 active. AID 504634, 2011; in the data active = inhibition mostly above about 23%, no sharp cut-off; inactive = mostly below about 18%;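 also: 0% = cells with DMSO and 100% = no-cell wells with DMSO; some compounds called inactive have numbers as strong as hits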
Arrestin-AP2 inh = inhibitors of beta-arrestin/AP2 binding, primary screen, biochemical, GPCR trafficking, flow cytometry; AID 504490, 2011; FITC-arrestin peptide / GST-AP2 beads; AP2 beta2 appendage carries R879A mutation; 0.31% of 340,000 active; inhibition, % at 10 µM;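 active = inhibition above a set limit, near 3 SD of compounds lacking own fluorescence, cut at about 54% in these data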;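 also: plate controls were DMSO wells for no effect and 5 µM unlabelled arrestin peptide for full effect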
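System: GST-AP2 R879A glutathione beads | Also added: FITC-arrestin peptide, 50 nM | Times: 12 min plus 1 h, RT | Signal: Bead flow cytometry, FITC channel | Buffer or medium: PBS with 0.05% Tween 20 and 0.1% BSA | Read-out basis: Percent drop in bead-associated FITC signal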
DAGLB inhibitor = DAGLB lipase inhibitors, primary screen, biochemical, fluorescence, HTS; AID 504411, 2011; inhibition, % at 5.17 µM; HEK293T DAGLB membrane lysate, EnzChek fluorogenic substrate; 0.059% of 340,000 active; in the data active = inhibition above about 34%;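 also: 0% = enzyme with vehicle and 100% = wells lacking enzyme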
* = called active by the depositor; x = not tested or not shown. An unsorted share of the library. About 2.4% of those tested had a hit in this group.

SMILES	PKA-R1A activ	PKA-R2B activ	OPRM1-OPRD1 ag	V-ATPase pHluor	MOR-DOR inv ag	DSG3 Ab inh	HTR5A ag	HTR5A inv ag	Arrestin-AP2 inh	DAGLB inhibitor
COc1cccc(-c2ccc3c(c2)C2CC3CCN2C(=O)c2ccc(-c3ccccc3)cc2)c1 (stereo unspecified)	-11	4	x	-3	x	102	x	x	x	-4
CCCCOC(=O)C1CCCC(C(=O)OCCCC)N1 (stereo unspecified)	-5	2	-0.1	0	0	103	0	-12	-3	-7
COc1cc(/C=N/Nc2ccccn2)ccc1OCC(C)C	-11	-13	3.0	-5	-14	110	-1	3	-4	-1
COc1ccc(C)cc1NC(=O)c1cc2ccccc2o1	-10	-5	0.6	-4	-3	99	-2	5	0	-11
COCCn1c(C)cc(C(=O)COC(=O)c2c(C)nn(Cc3ccccc3)c2C)c1C	-15	-7	0.2	0	-1	x	-3	13	6	-2
COc1ccccc1NC(=O)c1ccc(NC(=O)COC(=O)c2cccnc2Cl)cc1	-1	-2	-2.2	2	11	x	3	-10	35	-1
O=C(CSc1nnc(-c2ccccc2F)o1)NC(=O)Cc1ccccc1	11	-5	-1.7	-4	7	x	3	-8	1	-3
Cc1nc(C)c(-c2ccc(SCC(=O)Nc3ccc(C)c(Cl)c3)nn2)s1	4	7	-0.6	-1	3	89	10	-16	3	-1
CCC1CC(CSc2ncn[nH]2)OC1=O (stereo unspecified)	2	-4	-1.5	-3	9	105	1	-3	16	-3
COc1ccccc1C1/C(=C(/O)c2cnn(-c3ccccc3)c2C)C(=O)C(=O)N1CCN(C)C (stereo unspecified)	-7	-3	-1.0	4	5	93	-2	0	26	-1
CC1CCN(C(=O)c2ccc3c(=O)n4c(nc3c2)CCCCC4)CC1	-1	-3	0.9	-1	-5	97	2	-8	18	2
Cc1n(CC(O)COC2CCCCC2)c2ccccc2[n+]1C (stereo unspecified)	-5	2	-0.6	-1	3	98	-1	3	-2	2
Cc1cc(C)cc(NC(=O)CSc2ccc(-c3ccco3)nn2)c1	-2	7	-1.3	3	7	111	-3	6	8	-2
COC(=O)[C@]1(CC(C)C)N[C@H](c2ccc(-c3ccc4c(c3)OCO4)cc2)[C@@H]2C(=O)N(C)C(=O)[C@@H]21	-1	-7	-2.0	11	9	106	5	-6	14	-2
C=CC[C@H](CC(=O)OC(C)(C)C)C(=O)OC[C@@H]1CCCN1C(=O)[C@@H](CC=C)CC(=O)N[C@H](CO)Cc1ccccc1	-8	0	-1.2	-1	7	103	-2	-30	x	-3
CCn1c(CSc2nnc(-c3ccoc3C)n2C)nc2cc(S(=O)(=O)N(C)C)ccc21	-2	-5	0.5	1	-3	95	3	25	30	-1
CC1C(=O)N(Cc2cn(CC3CCCCC3)nn2)CCS(=O)(=O)N1Cc1ccc(-c2ccccc2)cc1 (stereo unspecified)	8	9	x	-4	x	98	x	x	x	-3
Cc1cccc(NC(=O)C2CCCN2S(=O)(=O)c2ccc(Cl)cc2)n1 (stereo unspecified)	0	-16	-1.0	0	6	109	3	-12	-16	0
Cn1nc(C(C)(C)C)cc1C(=O)NNC(=O)c1cccc(Cl)c1	-15	-2	-0.5	6	2	97	5	12	-8	0
Cc1cc(C(=O)NNC(=S)NC(=O)/C=C/c2ccccc2Cl)n[nH]1	-8	-8	1.1	-1	-6	118	2	7	-7	1
CCn1c(-c2ccc(C)cc2)n[nH]c1=S	-10	-3	-2.6	5	15	88	2	-10	31	-3
O=C(O)CN1C(=O)C2C3C=CC(C2C1=O)C1C(=O)N(CC(=O)O)C(=O)C31 (stereo unspecified)	5	-1	-0.4	3	2	100	0	18	-7	0
O=C1C2=C(SCCS2)C(=O)N1c1ccccc1	-9	24*	-2.5	-1	14	96	3	-5	23	-5
CC(C)C[C@H](NC(=O)c1nc[nH]c1C(=O)N1CCN(c2ccccc2)CC1)C(=O)OCc1ccccc1	-17	-13	3.2	-1	-15	110	3	-20	30	1
COc1ccc(S(=O)(=O)CC(O)CN2CCCC2=O)cc1 (stereo unspecified)	-10	-4	-1.6	3	8	98	-2	0	4	0
CC1=CC(C)(C)N2C(=O)C3(C(C#N)=C(N)OC4=C3C(=O)CC(C)(C)C4)c3cc(C)cc1c32 (stereo unspecified)	-1	2	-0.8	1	5	96	1	4	10	-2
Cc1ccc2c(CN3CCC(C)CC3)cc(=O)oc2c1C	9	-8	1.7	-1	-8	108	-1	4	-5	-6
COc1ccc(C(=O)NC2CCN(CC(=O)Nc3cccc(OC)c3)CC2)cc1	-4	2	-3.4	-3	16	108	-3	13	15	-2
Cc1nnc(SCC2=C(C(=O)O)N3C(=O)C(NC(=O)Cc4ccccc4)C3SC2)s1 (stereo unspecified)	0	5	-0.8	0	3	99	4	-11	17	2
Cc1ccc(CN(C(=O)c2sc3ccccc3c2Cl)C2CCS(=O)(=O)C2)cc1 (stereo unspecified)	-23	-19	26*	0	-141	96	-3	-11	-1	-1
Cc1ccc2nc(-c3ccc(NC(=O)CN4C(=O)NC(C)(c5ccc(OC(F)F)cc5)C4=O)cc3)sc2c1 (stereo unspecified)	-9	4	3.3	3	-17	79	8	-19	-2	-1
CC1(C)Cc2ccccc2-c2nc(-c3ccccc3)oc(=O)c21	-6	-1	1.0	0	-5	118	2	-5	1	-17
O=C(CSc1ncn[nH]1)c1ccccc1	-1	-7	-2.3	0	12	x	1	-8	7	1
C=CCn1c(SCC(=O)NNC(=O)Nc2cccc(Cl)c2)nnc1-c1ccccc1	-8	8	-2.5	-4	13	116	3	-4	33	1
C[C@H](O)[C@@H]1C(=O)N2CCc3ccc(N4CCOCC4)cc3[C@@H]2C[C@@H]1N(C)C(=O)C(C)(C)C	3	-8	x	0	x	93	x	x	23	4
CC1CCCCN1C(=O)CCn1c(=S)oc2ccccc21 (stereo unspecified)	-4	-3	-1.1	-4	6	97	1	-2	23	-2
COCCNC(=S)N(C)[C@H]1C[C@H]2c3cc(N4CCN(C)CC4)ccc3CCN2C(=O)[C@H]1[C@H](C)O	5	9	x	-1	x	105	x	x	x	-2
COc1ccc(NC(=O)C/C(C)=N/NC(=O)C2CCCCC2)c([N+](=O)[O-])c1	-6	1	0.3	1	-2	x	-1	2	6	2
Cc1sc2nc(COC(=O)CNC(=O)c3ccc(C(C)(C)C)cc3)[nH]c(=O)c2c1C	4	-15	-0.4	0	2	127	-3	-10	9	2
COc1ccc(CNC(=O)C/C(C)=N/NC(=O)Cc2ccc(OC)c(OC)c2)cc1	-9	-9	-0.1	-1	1	102	2	-21	10	1

3 compounds already listed, sorted by formula weight, largest number first:
SMILES	PKA-R1A activ	PKA-R2B activ	OPRM1-OPRD1 ag	V-ATPase pHluor	MOR-DOR inv ag	DSG3 Ab inh	HTR5A ag	HTR5A inv ag	Arrestin-AP2 inh	DAGLB inhibitor
C[C@H](O)[C@@H]1C(=O)N2CCc3ccc(N4CCOCC4)cc3[C@@H]2C[C@@H]1N(C)C(=O)C(C)(C)C	3	-8	x	0	x	93	x	x	23	4
CC1=CC(C)(C)N2C(=O)C3(C(C#N)=C(N)OC4=C3C(=O)CC(C)(C)C4)c3cc(C)cc1c32 (stereo unspecified)	-1	2	-0.8	1	5	96	1	4	10	-2
COc1ccc(CNC(=O)C/C(C)=N/NC(=O)Cc2ccc(OC)c(OC)c2)cc1	-9	-9	-0.1	-1	1	102	2	-21	10	1

Shown with two lines to a compound: entries from further up.
Below each SMILES: PKA-R1A activ	PKA-R2B activ	OPRM1-OPRD1 ag	V-ATPase pHluor	MOR-DOR inv ag	DSG3 Ab inh	HTR5A ag	HTR5A inv ag	Arrestin-AP2 inh	DAGLB inhibitor
- CC1(C)Cc2ccccc2-c2nc(-c3ccccc3)oc(=O)c21
→ -6	-1	1.0	0	-5	118	2	-5	1	-17
- O=C(CSc1ncn[nH]1)c1ccccc1
→ -1	-7	-2.3	0	12	x	1	-8	7	1
- C=CCn1c(SCC(=O)NNC(=O)Nc2cccc(Cl)c2)nnc1-c1ccccc1
→ -8	8	-2.5	-4	13	116	3	-4	33	1
- C[C@H](O)[C@@H]1C(=O)N2CCc3ccc(N4CCOCC4)cc3[C@@H]2C[C@@H]1N(C)C(=O)C(C)(C)C
→ 3	-8	x	0	x	93	x	x	23	4
- CC1CCCCN1C(=O)CCn1c(=S)oc2ccccc21 (stereo unspecified)
→ -4	-3	-1.1	-4	6	97	1	-2	23	-2
- COCCNC(=S)N(C)[C@H]1C[C@H]2c3cc(N4CCN(C)CC4)ccc3CCN2C(=O)[C@H]1[C@H](C)O
→ 5	9	x	-1	x	105	x	x	x	-2
- COc1ccc(NC(=O)C/C(C)=N/NC(=O)C2CCCCC2)c([N+](=O)[O-])c1
→ -6	1	0.3	1	-2	x	-1	2	6	2
- Cc1sc2nc(COC(=O)CNC(=O)c3ccc(C(C)(C)C)cc3)[nH]c(=O)c2c1C
→ 4	-15	-0.4	0	2	127	-3	-10	9	2
- COc1ccc(CNC(=O)C/C(C)=N/NC(=O)Cc2ccc(OC)c(OC)c2)cc1
→ -9	-9	-0.1	-1	1	102	2	-21	10	1

(more compounds)
SMILES	PKA-R1A activ	PKA-R2B activ	OPRM1-OPRD1 ag	V-ATPase pHluor	MOR-DOR inv ag	DSG3 Ab inh	HTR5A ag	HTR5A inv ag	Arrestin-AP2 inh	DAGLB inhibitor
CC(=O)N(Cc1ccc(F)cc1)c1cccc(C)c1C	-6	-6	-0.2	x	2	110	1	-14	-12	-5
COc1ccc(O)c(/C=N/N2CCCCC2)c1	1	1	-0.1	1	0	101	2	-7	5	-10
Cc1cccc(S(=O)(=O)Nc2cccc3c2C(=O)c2ccccc2-3)c1	-6	2	0.1	0	-1	94	-1	-9	27	-9
COC(=O)CCC(=O)NC(=S)Nc1ccccc1F	3	6	-2.5	8	13	93	2	-19	-1	2
COCc1cc(C)[nH]c(=O)c1C#N	-1	8	-2.2	-2	9	x	-8	19	2	1
COc1ccc(CNC(=O)[C@H](CCSC)NC(=O)N2CCn3c2nc2ccccc23)cc1	-1	-2	x	3	x	85	x	x	-13	0
O=C(CCc1nc2ccccc2c(=O)[nH]1)Nc1nnc(SCc2ccc(Cl)cc2)s1	3	3	-1.1	0	8	101	6	-9	-6	2
O=C(CSc1n[nH]c(=O)[nH]c1=O)c1ccc(Cl)cc1Cl	-12	0	-2.1	-4	11	101	1	-4	2	2
S=C(NCCN1CCOCC1)N/N=C/c1cccs1	-3	0	0.9	2	-5	94	1	-5	10	-1
CSc1ccc(CCNC(=O)CCc2nnc3ccc(N4CCCCC4)nn23)cc1	-6	-10	-3.0	-1	17	99	3	-8	13	-1
